Assay outcomes from PubChem BioAssay.
WRN inhibitor = WRN helicase (human) inhibition | Potency, µM (doses to about 114 µM), for inactives: top-dose activity change, negative = inhibition, usual class: inhibitors | WRN helicase unwinding, fluorescent forked duplex, kinetic | 360,000 compounds, 0.46% hits | AID 651768 | Q14191; further: potency means the concentration at half of the fitted maximal effect; on the % scale 0 is the no-effect control and ±100 the full control effect; nearly all actives have a fitted effect of over 55% in size
Target sequence (Q14191 whole entry, looked up): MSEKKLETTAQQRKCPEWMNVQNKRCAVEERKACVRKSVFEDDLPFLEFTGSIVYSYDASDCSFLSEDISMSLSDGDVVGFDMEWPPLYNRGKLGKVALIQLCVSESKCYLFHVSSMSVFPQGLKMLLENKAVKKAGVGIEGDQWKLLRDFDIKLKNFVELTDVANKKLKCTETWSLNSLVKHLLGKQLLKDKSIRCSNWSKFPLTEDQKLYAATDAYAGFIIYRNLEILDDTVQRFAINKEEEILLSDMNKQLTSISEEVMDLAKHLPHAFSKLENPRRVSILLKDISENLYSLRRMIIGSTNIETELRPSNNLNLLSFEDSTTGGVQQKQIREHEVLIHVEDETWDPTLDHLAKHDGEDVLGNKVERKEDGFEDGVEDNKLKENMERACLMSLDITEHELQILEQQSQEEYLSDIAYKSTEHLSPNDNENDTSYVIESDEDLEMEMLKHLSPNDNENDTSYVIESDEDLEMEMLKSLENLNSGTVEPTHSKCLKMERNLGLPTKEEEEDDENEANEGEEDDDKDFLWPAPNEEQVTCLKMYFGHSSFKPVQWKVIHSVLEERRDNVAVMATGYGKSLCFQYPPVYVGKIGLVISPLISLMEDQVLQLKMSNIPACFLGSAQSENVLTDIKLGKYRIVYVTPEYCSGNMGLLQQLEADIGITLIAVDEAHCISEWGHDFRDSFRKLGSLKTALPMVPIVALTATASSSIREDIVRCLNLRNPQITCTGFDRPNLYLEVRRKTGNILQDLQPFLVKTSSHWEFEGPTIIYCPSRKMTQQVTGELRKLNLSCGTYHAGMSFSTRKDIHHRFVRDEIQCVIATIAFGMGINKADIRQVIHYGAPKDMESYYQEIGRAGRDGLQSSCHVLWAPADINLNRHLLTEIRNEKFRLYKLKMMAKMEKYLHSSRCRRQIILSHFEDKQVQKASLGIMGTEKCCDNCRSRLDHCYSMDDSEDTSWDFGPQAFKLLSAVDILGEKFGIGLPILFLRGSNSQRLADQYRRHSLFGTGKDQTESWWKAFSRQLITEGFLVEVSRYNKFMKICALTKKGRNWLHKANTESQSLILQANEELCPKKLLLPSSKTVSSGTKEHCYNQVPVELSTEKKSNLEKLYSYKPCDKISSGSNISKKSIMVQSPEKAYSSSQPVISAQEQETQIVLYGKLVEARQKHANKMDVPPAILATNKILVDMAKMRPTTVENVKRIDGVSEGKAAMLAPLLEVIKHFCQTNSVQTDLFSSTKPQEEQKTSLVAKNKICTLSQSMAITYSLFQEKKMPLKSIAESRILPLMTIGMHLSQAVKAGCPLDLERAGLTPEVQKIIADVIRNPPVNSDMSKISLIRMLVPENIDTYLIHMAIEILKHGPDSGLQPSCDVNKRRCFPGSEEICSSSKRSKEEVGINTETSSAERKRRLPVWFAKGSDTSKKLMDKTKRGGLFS
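Kinetic red-fluorescence monitoring (525/598 nm) tracks WRN helicase activity after 100 nM fluorophore-quencher forked duplex and 2 mM ATP are added to 20 nM enzyme pretreated 15 min at room temperature with compound.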
KB-3-1 tox = kills parental KB-3-1 adenocarcinoma cells; KB-3-1 viability, CellTiter-Glo ATP luminescence, 72 h; Potency, µM (series often up to 46.1 µM), for the others: top-dose activity change, negative = cytotoxic, most hits filed as cytotoxic; 400,000 compounds, 1.4% hits; AID 1347075; further: potency means the concentration at half of the fitted maximal effect; on the % scale 0 is the no-effect control and ±100 the full control effect; nearly all actives have a fitted effect of over 60% in size
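Viability of parental KB-3-1 cells, measured by CellTiter-Glo luminescence, followed a 72 h incubation at 37 °C with pinned compounds in phenol-red-free DMEM containing 10% FBS.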
HT1080NT lethal = kills 2HG-producing HT-1080-NT fibrosarcoma cells | HT-1080-NT fibrosarcoma viability, CellTiter-Glo ATP luminescence, 48 h | AID 686970 | Potency, µM (top dose mostly 46.1 µM), without a hit: at the top dose activity, negative = less viability, usual class: cytotoxic | 360,000 compounds, 1.6% hits;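 further: NT is the 2HG producing partner of a matched IDH1 knockdown line; potency means the concentration at half of the fitted maximal effect; 0% = DMSO-treated cells and -100% = media-only wells without cells; nearly all actives have a fitted effect of over 55% in size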
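Viability of the 2HG-overproducing fibrosarcoma line after 48 hours of compound exposure at 37 degrees C was determined by luminescence with CellTiter-Glo, and concentration-effect curves were then fitted and categorized.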
IL1B secr inh = inhibitors of inflammasome signaling (IL-1 beta secretion) | THP-1 LPS/ATP IL-1B secretion, AlphaLISA, 16 h; stronger effect = lower value | activity change, % at 57.5 µM | 360,000 compounds, 4.7% hits; in the data active means activity change below about -50%; inconclusive means mostly about -30% to -49%; further: on the % scale 0 is the no-effect control and ±100 the full control effect
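THP-1 cells pretreated 1 hr with compounds (up to 57.5 uM final), then stimulated with LPS (250 ng/mL final) plus ATP (1.25 mM final); secreted IL-1B measured by AlphaLISA after 16 hr, decreased signal indicating inhibition.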
KB-V1 cytotox = KB-V1 MDR subline cytotoxicity; KB-V1 MDR cells viability, CellTiter-Glo, 72 h; Potency, µM (highest dose often 46.1 µM), for the others: at the top dose activity change, negative = cytotoxicity, actives largely listed as cytotoxic; 400,000 compounds, 3.4% hits; further: potency means the concentration at half of the fitted maximal effect; on the % scale 0 is the no-effect control and ±100 the full control effect; nearly all actives have a fitted effect of over 60% in size
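Drug-selected KB-V1 cells, grown in DMEM lacking phenol red with 10% FBS, receive compound titrations; after three days at 37 degrees C, surviving cell ATP is quantified by CellTiter-Glo luminescence and responses normalized and curve-fitted.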
SW480 rerep = DNA re-replication induction in SW480 cells; SW480 DNA re-replication, Hoechst DNA content imaging, 48 h; Potency, µM (titrated, usually from 46.1 µM), inactives show at the top dose re-replication activation, hits mostly activators; 340,000 compounds, 1.8% hits; further: potency means the concentration at half of the fitted maximal effect; % of control where 0% means no effect; nearly all actives have a fitted effect of over 55% in size
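Image-based read-out: total Hoechst fluorescence of nuclei (405 nm excitation, 500-530 nm emission), with hits raising the fraction of high-intensity nuclei. SW480 colon cells incubated 48 hr with compounds at 37 C.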
ATXN2 expr inh = reduces ATXN2 reporter expression in HEK-293 cells; 360,000 compounds, 0.72% hits; Potency, µM (titrated, usually from 57 µM), for inactives: top-dose activity change, negative = inhibition, most hits filed as inhibitors; HEK-293 ATXN2-luciferase reporter, luminescence, 24 h; further: potency means the concentration at half of the fitted maximal effect; on the % scale 0 is the no-effect control and ±100 the full control effect; nearly all actives have a fitted effect of over 55% in size
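ATXN2-luciferase reporter cells (luciferase flanked by upstream and downstream ATXN2 gene portions) were treated 24 h at 37 °C with compounds at up to 57 uM. SteadyGlo luminescence gave expression; GF-AFC fluorescence gave viability.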
MCF10A rereplic = inducers of DNA re-replication in MCF 10A breast cells; MCF 10A DNA re-replication, Hoechst nuclear intensity, 48 h; Potency, µM (top dose mostly 46.1 µM), inactives show at the top dose activity, positive = re-replication, usual class: activators; 350,000 compounds, 2.9% hits; further: potency means the concentration at half of the fitted maximal effect; % of control where 0% means no effect; nearly all actives have a fitted effect of over 50% in size
HT1080 IDH1KD tx = toxicity to HT-1080 IDH1 knockdown cells (counter line); HT-1080 IDH1 knockdown viability, ATP luminescence, 48 h; Potency, µM (doses to about 46.1 µM), for the others: top-dose activity, negative = toxicity, most hits filed as cytotoxic; 360,000 compounds, 2% hits; AID 686971;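 further: potency means the concentration at half of the fitted maximal effect; 0% = DMSO wells and -100% = cell-free medium wells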
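Using the IDH1-knockdown HT-1080 line run in the same batch and compound series as the NT line, viability after 48 h at 37 °C was determined by CellTiter-Glo luminescence and expressed as % activity.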
Starred values were filed as active, the others as inactive; ? = inconclusive; nt = not tested or not shown; & = joins results of further samples; [ ] = another dose, or the depositor's remark. Unless noted, the call rests on the fitted dose curve; in most records, active means well fitted curve in the direction sought with a large enough effect; inconclusive means small, poorly fitted or top-dose-only effect, or another doubt; inactive means no such curve, though single readings can be large; an effect the other way counts as inactive or inconclusive.

Second line of a record: WRN inhibitor	KB-3-1 tox	HT1080NT lethal	IL1B secr inh	KB-V1 cytotox	SW480 rerep	ATXN2 expr inh	MCF10A rereplic	HT1080 IDH1KD tx
Nc1ncc2c(n1)-c1ccoc1CC2
→ -1%	6%	5%	13	11%	-2%	-11%	-3%	10%
CC(=O)Nc1cccc(CNCc2cccc(NC(C)=O)c2)c1
→ -4%	4%	0%	1	-20%	-6%	nt	-1%	-1%
CC(C)(CO)NCc1cccs1
→ -1%	?	8%	7	8%	1.3µM*	nt	1%	0%
O=C(O)c1[nH]c2ccc(Cl)cc2c1CCN1C(=O)c2ccccc2C1=O
→ -3%	2%	8%	53	0%	23%	nt	-1%	9%
COc1cc2c(cc1OC)C(C)=NCC2
→ 0%	4%	0%	-13	-3%	0%	-6%	4%	0%
O=C(Cc1ccccc1)NNC(=O)Nc1ccccc1
→ -4%	0%	25%	10	4%	3%	-5%	-5%	20%
Cc1ccc(C(=O)Oc2ccc(-c3nccc(-c4ccccn4)n3)cc2)cc1
→ 5%	17%	28%	18	17%	-3%	34%	-6%	27%
CCNc1nc(SCC(=O)OC)nc(N2CCOCC2)n1
→ -6%	15%	1%	8	13%	-8%	2%	-1%	0%
COc1cccc(N2CC(O)=C(c3ccccc3)C2=N)c1
→ -5%	9%	?	2	0%	-5%	-3%	-5%	2%
C[C@@H]1CN([C@@H](C)CO)C(=O)c2cccc(NC(=O)C3CCCCC3)c2O[C@@H]1CN(C)C(=O)NC1CCCCC1
→ 4%	9%	-2%	-23	-6%	2%	-13%	-12%	-2%
O=C(/C=C/c1ccc(Cl)cc1)Nc1ccc(CN2CCOCC2)cc1
→ 4%	?	?	-51*	-16%	?	?	16%	2%
CN(Cc1nc2ccccc2c(=O)[nH]1)C(=O)c1ccc(NC(=O)CSc2nnnn2C)cc1
→ -1%	6%	-1%	18	-7%	-6%	0%	-3%	-2%
Nc1ccc(C(=O)c2cccs2)cn1
→ -3%	-6%	2%	-5	-2%	1%	nt	-1%	-7%
C#CCOCCOCCOCCNc1nc(N2CCN(C(=O)Cn3cc(CCCN=C(N)N)nn3)CC2)nc(N2CCN(C(=O)Cn3cc(CC(C)O)nn3)CC2)n1 (stereo not given)
→ -3%	11%	?	31	?	-4%	12%	-5%	20%
CCCn1c(SCC(=O)NCC)nc2sc3c(c2c1=O)CCC3
→ 18%	4%	-4%	9	?	3%	-9%	19%	1%
Cc1ccc(CNC(=O)COc2ccc(C)nc2[N+](=O)[O-])cc1
→ -2%	20%	-1%	6	-2%	2%	3%	12%	9%
CC(O)C(NS(=O)(=O)c1ccc(Cl)cc1)C(=O)OCC(=O)c1ccc2c(c1)NC(=O)CO2 (stereo not given)
→ -10%	2%	4%	13	?	-5%	-14%	-4%	13%
Nc1c2c(nc3ccccc13)N(c1ccccc1)CC2
→ -6%	18%	-13%	-9	-21%	0%	-9%	-5%	-14%
Cc1ccc(NC(=O)/C=C\C(=O)NCC(=O)O)cc1C
→ -29%[57.1 µM]	27%	6%	16	1%	1%	0%	-2%	1%
COC(=O)Cn1cnc2scc(-c3ccc(C)cc3)c2c1=O
→ -28%	?	-1%	6	0%	-40%[inhibitor]	-6%	?	1%
Cc1cc([N+](=O)[O-])ccc1NC(=O)c1cc2ccccc2o1
→ -31%	?	16%	-1	?	?	31%[activator]	11%	14%
COc1ccc(N2CCN(c3nc(C)c(C)c(=O)[nH]3)CC2)cc1
→ ?	0%	-5%	4	-14%	?	-19%	-2%	-3%
COc1ccc(-c2c(-c3ccc(OC)c(F)c3)c3ccccc3n2C)cc1
→ -12%	?	-8%	1	17%	-1%	-13%	18%	-4%
CC1=C(C(=O)N2CCCCCC2)CC(CC(=O)NCCCN(C)C)C(=O)N1Cc1ccc(C(C)(C)C)cc1 (stereo not given)
→ -6%[57.1 µM]	nt	?	nt	?	nt	nt	nt	?
COc1ccc(NC(=O)CCCNC(=O)Cn2cnc3sc4c(c3c2=O)CCCC4)cc1OC
→ -1%	25%	2%	4	2%	-3%	-4%	-5%	12%
CC(C)C[C@H]1CNC(=S)N1CC1CCCN1C[C@H](Cc1ccccc1)N1C[C@H](Cc2ccc(O)cc2)N(CC2CCCCCC2)C1=S (stereo not given in full)
→ 7%	?	-21%	-67*	?	?	-31%	0%	?
COc1ccc(-n2c(N)cc(=O)[nH]c2=O)cc1
→ -2%	4%	11%	6	3%	-4%	-5%	-23%	5%
COc1ccc(CCNC(=O)CN2C(=O)NC(c3ccccc3)(c3ccccc3)C2=O)cc1
→ -22%	nt	-10%	-23	nt	0%	-2%	-4%	-10%
Cc1ccc(S(=O)(=O)Oc2cccc(/C=N/n3cnnc3)c2)cc1
→ 0%	?	-18%	17	18µM*	?	-7%	?	-29%
CC1=NN(C(C#N)c2ccc(F)cc2)C(c2ccccc2)C1 (stereo not given)
→ 1%	2%	0%	-2	0%	?	2%	4%	-1%
COc1cc(/C=C/C(=O)O)cc(S(=O)(=O)Nc2cccc(S(=O)(=O)N3CCOCC3)c2)c1OC
→ -3%	5%	-10%	-4	1%	-20%	nt	3%	13%
O=C(Nc1ccc(N2CCN(C(=O)c3ccc(Cl)cc3)CC2)cc1)c1cccnc1
→ 1%	-3%	3%	?	0%	-3%	-8%	1%	5%
C#Cc1ccc(NC(=O)C2(C)CCN2C(=O)CC(c2ccccc2)c2ccccc2)cc1 (stereo not given)
→ -3%	?	?	8	?	nt	?	nt	?
CCOC(=O)N1CCN(C(=O)COC(=O)c2ccc([N+](=O)[O-])cc2Cl)CC1
→ -2%	22%	-2%	26	?	13%	-16%	18%	5%
CN(C)c1ccccc1C(=O)c1ccccc1N(C)C
→ -4%	4.6µM*	?	24	?	8.2µM*	22%	4.1µM*	4.6µM*
Oc1ccc(CNc2ccccc2O)cc1
→ -22%	-8%	-14%	13	3%	21µM*	-23%	?	?
CN(C)c1ccc(NC(=O)CN2CCC(N3CCCCC3)CC2)cc1
→ -10%	-5%	6%	6	13%	8%	3%	8%	12%
CC(C)CN1CCC(=O)N(CCC#N)CC1
→ -1%	16%&10%	16%	19	13%&5%	-2%	5%	3%	10%
COc1ccc(C(=O)NC2CC3CCCC(C2)N3CC(C)C)cc1 (stereo not given)
→ -6%	-3%	-8%	11	-13%	-1%	-9%	0%	10%
Cc1ccccc1-c1nnn(CC(=O)N2CCN(S(=O)(=O)c3ccc(Cl)cc3)CC2)n1
→ -17%	16%	-5%	-11	8%	-3%	-19%	-2%	3%
CCCNC(=O)C1(C)CCCN(C(=O)c2sccc2C)C1 (stereo not given)
→ 2%	0%	25%	9	4%	nt	8%	nt	20%
COC(=O)Cn1c(=NC(=O)C(C)C)sc2c(C)cc(C)cc21
→ 2%	25%	11%	29	0%	-3%	-22%	2%	13%
Cc1ccc(F)cc1NC(=O)CN1CCN(c2ccccn2)CC1
→ -4%	9%	10%	4	4%	0%	-12%	3%	10%
Cc1cccc(C)c1NC(=O)CNC(=O)Cc1ccc(Br)cc1
→ -2%	-18%	1%	-9	1%	-17%	nt	5%	-6%
CCOc1ccc(Nc2nc(Cl)nc(N3CCN(c4ccc(OC)cc4)CC3)n2)cc1
→ -18%	-1%	-9%	-8	0%	-27%	-16%	?	-9%
Cc1cc(C)n(Cc2ccc(Cl)c(Cl)c2)c(=O)c1S(=O)(=O)c1ccccc1
→ -14%	-4%	0%	13	-6%	-3%	-10%	7%	-16%
CCOC(=O)C1(C)CCN1C(=O)c1ccoc1 (stereo not given)
→ 1%	0%	18%	4	5%	nt	2%	nt	9%
CCC(=O)N1CCCc2cc(S(=O)(=O)N3CCCc4ccccc43)ccc21
→ -1%[57.1 µM]	?	-14%	8	0%	-1%	-3%	5%	?
NC(=O)C1CCN(C(=O)c2cccc(S(=O)(=O)N3CCc4ccccc4C3)c2)CC1
→ -4%	-4%	-7%	15	0%	-2%	9%	-17%	0%
Cc1ccc(N2CN=c3s/c(=C\c4cccnc4)c(=O)n3C2)cc1
→ -2%	15%	13%	?	20%	1%	77%[activator]	6%	8%
CN(CCCNC(=O)c1cccn2c(=O)c3ccccc3nc12)Cc1ccccc1
→ -5%	?	?	?	?	?	?	?	20µM*
CC(=O)Nc1ccc(S(=O)(=O)Nc2ccccc2N2CCOCC2)cc1
→ -4%	-1%	-2%	23	0%	-18%	5%	18%	-1%
COc1ccc(C)cc1NC(=O)C(Sc1nnc(-c2ccncc2)n1-c1ccc(Cl)cc1)c1ccccc1 (stereo not given)
→ -11%	?	3%	-59*	?	?	?	21%	?
Cc1ccc(NC(=O)[C@H](NC(=O)[C@@H]2Cc3ccccc3CN2)c2ccccc2)c(C)c1
→ 3%[57.1 µM]	-6%	-15%	15	-6%	-5%	5%	6%	-1%
COc1ccc(Cn2c(-c3ccc(Br)cc3)c[n+]3ccccc23)cc1
→ -7%	?	?	-61*	24%	-5%	-2%	19%	?
CCOC(=O)N1CCN(S(=O)(=O)c2ccc(C(=O)N(CCCN(C)C)c3nc4c(F)cc(F)cc4s3)cc2)CC1
→ -18%	3%	-19%	-6	?	?	-9%	?	-20%
COc1cccc(NC(=O)c2ccc(S(=O)(=O)N(C)C)cc2)c1
→ -4%	-5%	7%	0	?	?	22%	5%	4%
